# Vif inh = blocks HIV Vif function; inhibition, % at 7.49 µM; 340,000 tested, 0.35% active; HEK293T cells, Vif self-association by quenched fluorescence, imaging, 24 h; AID 602346; in the data active means inhibition above about 50%, passing the limit was not always enough; further: some results filed as inactive read as strong as hits
# N-glyco inh = N-linked glycosylation inhibition; D54 ERlucT glycosylation luciferase reporter, 24 h; percent of 100 nM tunicamycin response; reporter increase, % at 12.5 µM; 360,000 tested, 0.23% active;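 active means mean luciferase reporter signal, scaled so untreated is 0 and the glycosylation-blocking control 100, at or above a set limit in every replicate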;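 further: luciferase carries N-glycosylation sites so blocking glycosylation raises the light; 0% = median of neutral control wells and 100% = median of 100 nM tunicamycin wells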
# aDG glyco act = alpha-DG glycosylation activation; Pro5-aDG cells, alpha-DG glycosylation AlphaScreen (IIH6); 0% Pro5, 100% B10-LARGE cell signal; activation, % at 10 µM; 360,000 tested, 0.22% active; AID 624168;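 active means activation of at least 8% versus controls, or a plate z-score of at least 8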;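 further: Pro5 are CHO cells carrying HIG-tagged alpha-DG that lacks glycosylation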
# CaV13 ICDI inh = Disruptors of the CACNA1D IQ motif to Ca2+-dependent inactivation inhibitor domain association, primary screening, Förster resonance energy transfer in intact living …. HEK cells, CFP/YFP FRET ICDI-IQ, plate reader, 10 min; percent FRET-ratio fall versus neutral wells. inhibition, % at 12.3 µM. AID 743397. 340,000 tested, 0.098% active;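 active means mean replicate inhibition of at least 30% and at least 1% of replicates passing that level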;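 further: 0% = median of the neutral control wells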
# MC4R antag cAMP = blocks human MC4R cAMP signaling | 360,000 tested, 0.48% active | P32245 | inhibition, % at 6.5 µM | MC4R-expressing cells, MTII-stimulated cAMP, LANCE TR-FRET;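 active means inhibition above its plate's cutoff, the mean of tested wells on that plate plus 3 SD, cut at about 29% in these data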;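 further: 0% = Melanotan II alone and 100% = Melanotan II plus saturating MCL0020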
#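 System: U2OS-MC4R stable cell line; Technique: Eu-cAMP/anti-cAMP TR-FRET, emission 671 nm; Repeats: single well per compound; Also added: Melanotan II; Dosing: one concentration, 6.5 µM nominal; Schedule: 30-min compound, 1-h challenge, 1-h detection, room temperature.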
# PDI inh = PDI (human) enzyme inhibition. inhibition, % at 10 µM. AID 588391. PDI insulin aggregation turbidity, A650, 90 min. P07237. 350,000 tested, 0.052% active;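 active means mean inhibition across replicates of 30% or more, whatever share of single replicates reach that level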;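 further: absorbance from insulin aggregation driven by PDI reduction with DTT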
# H9c2 protect = myocardial damage modulation in H9c2 cells. H9c2 cardiomyocytes, H2O2 injury protection, ATPLite, 2 h. protection from H2O2 cell death, % at 20 µM. 360,000 tested, 0.63% active;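 active means compounds giving at least 50% protection of heart cells from peroxide-induced death in the single-dose screen, raw or plate-pattern-corrected value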;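 further: 0% = DMSO wells with peroxide and 100% = DMSO wells without peroxide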
# ABCB6 inh 2 = inhibitors of human ABC transporter ABCB6; 360,000 tested, 0.19% active; Q9NP58; fluorescence ratio to DMSO, % at 10 µM; K562-ABCB6 porphyrin accumulation, flow cytometry, 1 h; stronger effect = lower value;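 active means fluorescence ratio to DMSO below 75%, the collection mean minus 3 SD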;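 further: signal is porphyrin accumulated inside mitochondria; 100% equals median channel fluorescence of DMSO control wells; lower ratio means ABCB6 inhibition with less porphyrin fluorescence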
# Target sequence (Q9NP58 whole entry, looked up): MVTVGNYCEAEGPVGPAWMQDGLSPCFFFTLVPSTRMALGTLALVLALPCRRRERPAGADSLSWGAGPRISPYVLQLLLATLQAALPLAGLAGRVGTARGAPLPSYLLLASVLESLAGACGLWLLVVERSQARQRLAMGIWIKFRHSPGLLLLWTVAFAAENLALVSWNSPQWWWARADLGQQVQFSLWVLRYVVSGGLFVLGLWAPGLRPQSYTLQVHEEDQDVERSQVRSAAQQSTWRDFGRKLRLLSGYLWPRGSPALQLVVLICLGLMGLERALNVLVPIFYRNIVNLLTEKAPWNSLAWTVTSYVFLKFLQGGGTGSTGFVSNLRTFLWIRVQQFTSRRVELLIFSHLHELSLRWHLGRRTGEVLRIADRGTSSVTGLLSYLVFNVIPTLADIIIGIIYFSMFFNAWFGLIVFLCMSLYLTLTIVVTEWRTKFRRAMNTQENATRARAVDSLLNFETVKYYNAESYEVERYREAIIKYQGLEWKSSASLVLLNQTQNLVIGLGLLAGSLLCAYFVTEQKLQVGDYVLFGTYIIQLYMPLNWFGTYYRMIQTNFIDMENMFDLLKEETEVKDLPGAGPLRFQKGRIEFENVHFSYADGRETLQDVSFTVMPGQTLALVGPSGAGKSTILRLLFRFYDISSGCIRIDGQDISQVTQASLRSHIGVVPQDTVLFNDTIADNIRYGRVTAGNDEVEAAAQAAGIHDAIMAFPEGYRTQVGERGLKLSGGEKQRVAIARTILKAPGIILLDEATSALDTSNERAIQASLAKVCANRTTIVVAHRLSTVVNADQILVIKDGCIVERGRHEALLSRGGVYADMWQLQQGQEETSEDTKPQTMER
# m5-HT2A agonist = agonists of mouse serotonin 5-HT2A receptor (HTR2A); P35363; CHO-K1 mHTR2A beta-arrestin complementation, luminescence; percent of 30 µM serotonin response; activation, % at 7.6 µM; 360,000 tested, 0.66% active;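 active means activation above a run cutoff, the mean activation of all tested compounds plus 3 SD, cut at about 14% in these data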;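 further: 0% = plate median of compound wells and 100% = 30 µM serotonin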
# MC4R barr agon = agonists of human melanocortin 4 receptor (MC4R) beta-arrestin. activation, % at 8.9 µM. U2OS MC4R beta-arrestin complementation, luminescence; percent of melanotan II response, DMSO zero. P32245. 360,000 tested, 0.98% active;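 active means activation above a per-plate cutoff, the mean activation of sample wells on that plate plus 3 SD, cut at about 8% in these data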
# An asterisk follows results filed as active; / = no result given. An unsorted share of the library (roughly 3.6% active in at least one column).
# The opening 12 records as a preview:
SMILES,Vif inh,N-glyco inh,aDG glyco act,CaV13 ICDI inh,MC4R antag cAMP,PDI inh,H9c2 protect,ABCB6 inh 2,m5-HT2A agonist,MC4R barr agon
CCCC(=O)NC(C)c1nc2ccccc2[nH]1 (centres undefined),6,0,-0.4,15,2,/,3,97,10,-0.1
O=C1CC(c2ccc3c(c2)OCCO3)Oc2ccc([N+](=O)[O-])cc21 (centres undefined),-8,-18,-0.1,-4,14,-29,-19,95,-2,-0.8
Cc1ccc([N+](=O)[O-])c(OCCCN2CCC(Cc3ccccc3)CC2)c1,6,0,0.1,0,2,1,1,108,-13,5.3
CCc1cccc(NC(=O)CCCN2C(=O)C(c3ccccc3)Oc3cccnc32)c1 (centres undefined),2,-4,0.0,-2,-2,14,0,99,0,-2.5
Cc1cc(NC(=O)CSc2nc(C(C)C)nc3sc4c(c23)CCC(C)C4)no1 (centres undefined),11,0,-0.1,-4,5,-9,13,97,1,0.4
CCOC(=O)c1c(NC(=S)Nc2ccccc2)sc2c1CC(C)(C)SC2,1,-2,-0.8,-7,35*,6,0,110,-1,-4.2
CC(C)c1ccc(NC2CCCN(C(=O)CCN3Cc4ccccc4C3=O)C2)cc1 (centres undefined),11,-1,0.6,-7,9,10,2,99,5,-1.4
[O-][n+]1ccc(OCc2ccccc2)cc1,-11,1,0.1,-13,10,2,-5,98,3,-2.0
O=C(COC(=O)CCC(=O)c1cccs1)Nc1cccc(F)c1,-1,1,-0.1,-5,4,-2,6,101,3,-2.4
CCOC(=O)Cc1csc(NS(=O)(=O)c2ccc(F)cc2)n1,-4,-1,-0.1,/,6,-20,10,103,-2,-1.3
CC(=O)Nc1ccccc1Sc1ccc2c3c(cccc13)C(=O)N(c1ccc(C)cc1)C2=O,-3,-1,-0.4,-3,-2,-1,-17,99,5,2.0
Cn1ccc2c(N3CCCCCC3)cc3c(c21)C1CCC3O1 (centres undefined),-4,6,-0.1,-10,/,/,-8,86,2,/

# The whole of this part, from the first entry:
SMILES,Vif inh,N-glyco inh,aDG glyco act,CaV13 ICDI inh,MC4R antag cAMP,PDI inh,H9c2 protect,ABCB6 inh 2,m5-HT2A agonist,MC4R barr agon
CCCC(=O)NC(C)c1nc2ccccc2[nH]1 (centres undefined),6,0,-0.4,15,2,/,3,97,10,-0.1
O=C1CC(c2ccc3c(c2)OCCO3)Oc2ccc([N+](=O)[O-])cc21 (centres undefined),-8,-18,-0.1,-4,14,-29,-19,95,-2,-0.8
Cc1ccc([N+](=O)[O-])c(OCCCN2CCC(Cc3ccccc3)CC2)c1,6,0,0.1,0,2,1,1,108,-13,5.3
CCc1cccc(NC(=O)CCCN2C(=O)C(c3ccccc3)Oc3cccnc32)c1 (centres undefined),2,-4,0.0,-2,-2,14,0,99,0,-2.5
Cc1cc(NC(=O)CSc2nc(C(C)C)nc3sc4c(c23)CCC(C)C4)no1 (centres undefined),11,0,-0.1,-4,5,-9,13,97,1,0.4
CCOC(=O)c1c(NC(=S)Nc2ccccc2)sc2c1CC(C)(C)SC2,1,-2,-0.8,-7,35*,6,0,110,-1,-4.2
CC(C)c1ccc(NC2CCCN(C(=O)CCN3Cc4ccccc4C3=O)C2)cc1 (centres undefined),11,-1,0.6,-7,9,10,2,99,5,-1.4
[O-][n+]1ccc(OCc2ccccc2)cc1,-11,1,0.1,-13,10,2,-5,98,3,-2.0
O=C(COC(=O)CCC(=O)c1cccs1)Nc1cccc(F)c1,-1,1,-0.1,-5,4,-2,6,101,3,-2.4
CCOC(=O)Cc1csc(NS(=O)(=O)c2ccc(F)cc2)n1,-4,-1,-0.1,/,6,-20,10,103,-2,-1.3
CC(=O)Nc1ccccc1Sc1ccc2c3c(cccc13)C(=O)N(c1ccc(C)cc1)C2=O,-3,-1,-0.4,-3,-2,-1,-17,99,5,2.0
Cn1ccc2c(N3CCCCCC3)cc3c(c21)C1CCC3O1 (centres undefined),-4,6,-0.1,-10,/,/,-8,86,2,/
CC(C)(C)OC(=O)N1CCC(NC(=O)c2nc[nH]c2C(=O)N2CCc3ccccc3C2)CC1,-4,1,-0.1,-3,6,-8,5,95,0,0.8
CCNC(=O)c1c(NC(=O)C2COc3ccccc3O2)sc2c1CCCC2 (centres undefined),0,3,-0.3,-1,0,0,-2,95,-2,2.9
C=CCN1C(=O)c2ccccc2NC1c1ccc(Br)s1 (centres undefined),5,-3,0.0,-6,2,3,0,96,9,-0.6
CCCCN(C(=O)c1ccc(S(=O)(=O)N2CCC(C)CC2)cc1)C1CCS(=O)(=O)C1 (centres undefined),6,1,0.5,-5,-1,5,-2,96,4,-3.7
C=CCn1c(SCc2cc(C(=O)OC)c(C)o2)nnc1-c1ccncc1,5,1,0.3,-8,7,7,7,95,0,-2.7
Cc1cc(C)c(S(=O)(=O)Nc2ccc(C(=O)O)cc2)cc1S(=O)(=O)Nc1ccc(C(=O)O)cc1,-4,-1,-0.1,-23,1,1,1,98,-4,0.1
CCn1c(C)cc(/C=C2\SC(=O)N(CC(=O)Nc3ccc(C)c(C)c3)C2=O)c1C,-6,0,2.6,-5,8,1,4,91,-4,3.2
C/C(=N\NC(=O)Cc1ccc(Cl)c(Cl)c1)c1cccnc1,7,0,0.1,-6,13,-2,-8,93,-4,-2.1
COC(=O)c1c(-c2ccccc2)nn(-c2ccccc2)c1C(=O)OC,7,1,0.0,18,8,0,-2,93,0,0.0
COc1ccc2oc(C(=O)NC(C)(C)C)c(C)c2c1,-4,0,0.0,-2,21,10,-5,99,0,3.5
O=C(O)c1cc(NN=Nc2cccc(S(=O)(=O)O)c2)cc([N+](=O)[O-])c1,2,-1,0.1,-17,5,2,5,96,-3,1.3
CCN1C(=O)/C(=C2\SC(=S)N(NC(=O)c3cccnc3)C2=O)c2ccccc21,8,-1,0.0,-20,0,-4,2,97,7,-2.7
O=C(c1ccc2c(c1)OCO2)N1CCN(c2ccccc2F)CC1,-1,1,0.0,-5,2,5,1,93,2,4.5
CCC(CC)C(=O)Nc1cccc(C(=O)c2ccccc2)c1,-4,-1,-0.3,-5,4,-4,-1,90,-2,-0.4
Nc1nnc(Cc2ccccc2)s1,-1,0,2.3,/,3,-8,6,108,8,-1.1
O=C(Cc1cccc(C(F)(F)F)c1)Nc1cc(S(=O)(=O)N2CCOCC2)ccc1N1CCCC1,-3,0,0.0,-3,4,2,8,100,-3,-4.0
Cc1cc2nc3c(=O)n(Cc4ccccc4)c(=O)[nH]c3nc2cc1N,4,4,-0.1,-30,-15,-2,12,144,-2,-0.7
Cc1ccnc(NC(=O)CCNS(=O)(=O)c2ccc(C)c(C)c2)c1,-4,-11,0.1,-3,5,4,-5,99,5,-5.0
O=C1N=C(N2CCCC2)S/C1=C\c1cccc(Br)c1,-5,6,-0.1,/,-1,-12,-4,98,-1,0.0
CC1(c2ccc3c(c2)OCCO3)NC(=O)N(CC(=O)c2ccc[nH]2)C1=O (centres undefined),-4,2,0.0,-2,12,6,1,95,2,-0.6
Cc1c(CN2CCN(CC(C)(C)C)C(CCO)C2)[nH]c2ccccc12 (centres undefined),1,-2,-0.1,-4,3,5,-5,99,6,-0.5
COc1ccc([C@H]2C[C@H](n3cc(COC(=O)c4ccccc4)nn3)[C@@H](O)CN2Cc2cccs2)cc1,-4,-2,0.3,-5,11,9,-3,95,1,6.4
NC(=O)C1c2ccccc2CSc2ccccc21 (centres undefined),0,-2,0.0,-2,8,13,-1,100,1,0.1
O=C(c1ccc2c(=O)n(C3CCCC3)c(=S)[nH]c2c1)N1CCc2ccccc21,-19,1,1.1,-4,3,0,-7,101,-1,-1.4
Cc1ccc(S(=O)(=O)N2CCOCC2)cc1NC(=O)COC(=O)COc1ccccc1[N+](=O)[O-],-1,0,0.0,-6,7,-16,8,98,-1,-1.1
O=C(Nc1nnc(S(=O)(=O)N2CCN(c3ccc(F)cc3)CC2)s1)c1ccco1,-6,0,0.1,-5,10,-4,1,104,-2,-1.8
Cc1ccc(CSc2ccc(S(=O)(=O)N3CCCCC3)cn2)cc1,4,-4,0.2,/,3,-8,-6,94,-5,6.6
Cc1ccc(NC(=S)NC2CC3CCCC(C2)N3Cc2ccco2)cc1 (centres undefined),6,-4,0.4,-3,0,-2,-7,99,2,-1.8

# MC4R antag cAMP, hit marks shown above.
SMILES,Vif inh,N-glyco inh,aDG glyco act,CaV13 ICDI inh,MC4R antag cAMP,PDI inh,ABCB6 inh 2,m5-HT2A agonist,MC4R barr agon
CCOC(=O)c1c(NC(=S)Nc2ccccc2)sc2c1CC(C)(C)SC2,1,-2,-0.8,-7,35*,6,110,-1,-4.2

# (listing goes on)
SMILES,Vif inh,N-glyco inh,aDG glyco act,CaV13 ICDI inh,MC4R antag cAMP,PDI inh,H9c2 protect,ABCB6 inh 2,m5-HT2A agonist,MC4R barr agon
CC(=O)C12CCCCC1CC1[C@@H]3CC(C)C4=CC(=O)CC[C@]4(C)C3CC[C@@]12C (some centres undefined),-3,-3,-0.1,-2,1,-6,0,87,7,0.2
CCN(CC)S(=O)(=O)c1ccc(Cl)c(NC(=O)c2ccncc2)c1,7,0,-0.1,-10,-4,3,-8,88,-2,-3.8
Cc1ccc(-c2nc3ncccn3c2Nc2ccc3c(c2)OCO3)o1,12,1,0.0,-3,2,16,7,100,4,-0.4
CC(C)C(=O)Nc1ccc2oc(-c3cc(F)c(F)cc3Cl)nc2c1,-9,-1,0.4,-4,2,-5,-3,101,1,-1.9
COC(=O)c1ccccc1NC(=O)CN1CCc2ccccc2C1,2,-3,0.2,-19,-1,4,1,100,-2,0.6
CC1=C(C(=O)N(C(C)C)C(C)C)CC(CC(=O)NC2CCCC2)C(=O)N1CCCN1CCCC1=O (centres undefined),/,0,-0.1,-3,/,/,0,96,5,/

# Screening data: PubChem BioAssay, several laboratories
